SDO1 yeast rescue – sdo1-depleted yeast growth rescue | 140,000 tested, 0.21% active | S. cerevisiae sdo1-depleted JHY4D growth rescue, OD600 30 h; hits give high values; pdr5 snq2 efflux-pump mutant strain | z-score at 10 µM | AID 817;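 active = z-score above 3 at both the 24 hr and the 30 hr optical density reads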;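 also: z-score against mean and SD of all compound wells on the same plate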
Insulin prom inh – TRM-6 insulin promoter activity inhibition; inhibition, % at 2 µM; 130,000 tested, 0.9% active; TRM-6 cells (human fetal islet line), insulin promoter-eGFP reporter, imaging; reporter expression induced with tamoxifen; AID 1273;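 active = inhibition above the mean plus 3 SD, with well images judged a real hit on visual review, cut at about 60% in these data, passing the limit was not always enough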
SDO1 yeast rescue Rescue 24 h – second read-out of SDO1 yeast rescue, no call of its own (marks repeat the call); z-score; S. cerevisiae sdo1-depleted JHY4D growth rescue, OD600; measured here: growth rescue at 24 h;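 0 is the plate mean of compound wells and units are plate SD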
The depositor's hits bear a star; x = no result given.

SMILES	SDO1 yeast rescue	SDO1 yeast rescue Rescue 24 h	Insulin prom inh
CC(Sc1nc(N)c2c3c(sc2n1)CSC(C)(C)C3)C(=O)Nc1ccccc1 (stereo not given)	-0.39	-0.52	x
COc1cccc(/C(C)=N/NS(=O)(=O)c2ccc(Cl)cc2)c1	x	x	-16.7
Cc1ccc(/C(N)=N/OC(=O)COc2ccccc2Cl)cc1	-1.14	-0.55	-7.7
CC(=O)Nc1ccc(/C(C)=N/NS(=O)(=O)c2ccccc2)cc1	1.08	-0.03	-9.7
COC(=O)C(CC(C)C)NC(=O)CNC(=O)c1ccccc1C (stereo not given)	-0.31	-0.96	8.1
CN(C)S(=O)(=O)c1ccc(S(=O)(=O)NC2CCOC(C)(C)C2)cc1 (stereo not given)	0.68	0.21	-33.3
COc1ccc2c(c1)c(C(=O)N/N=C/c1cccc(O)c1)c(C)n2C	-0.09	-0.42	-20.0
CC(C)c1ccccc1NC(=O)COC(=O)c1ccc(Cl)c(S(=O)(=O)N2CCCCCC2)c1	-0.47	-0.07	-27.3
O=C(NC1CCS(=O)(=O)C1)c1cccc(S(=O)(=O)N2CCOCC2)c1 (stereo not given)	0.53	1.11	28.0
Nc1ccc(Br)cc1C(NCC(=O)O)c1ccccc1 (stereo not given)	x	x	0.0
O=C(COC(=O)C1CCC(=O)N1)Nc1ccc(Oc2ccccc2)cc1 (stereo not given)	x	x	-50.0
C=CCNc1nc(NCc2ccccc2)c(C#N)c2c1CN(C)CC2	-0.22	-0.58	x
CC(C)=C(C#N)c1nc2ccccc2s1	-0.04	-0.35	-94.9
Cc1ccccc1CN1C2=NCCCN2c2ccccc21	2.29	0.79	22.2
Nc1nnc(CCOc2ccccc2Cl)s1	1.16	0.7	-54.3
CC1(C)CC(=O)/C(=C(\O)c2ccccc2)C(=NCCc2ccccc2)C1	-0.46	-0.58	-71.9
C=CCNC(=O)/C=C/c1ccc(C(C)C)cc1	-0.25	-0.58	-15.4
COc1ccc(NC(=O)CSc2c(C)nn(-c3nnc(C)c(=O)[nH]3)c2C)cc1	2.29	2.03	-39.8
CCN(c1ccccc1)S(=O)(=O)c1ccc(F)cc1C	-0.57	-0.27	-31.6
CCN(CC)C(=O)c1cccc(-c2ccc(OC)cc2)c1	0.26	0.68	-130.0
O=C(c1cc(-c2cccs2)nc2ccccc12)N1CCN(c2ccccc2O)CC1	x	x	0.0
COc1cccc(N2CCN(C(c3ccccn3)c3nnnn3C(C)(C)C)CC2)c1 (stereo not given)	-0.39	-0.7	37.5
CCCCOc1nc(N)nc(-c2ccccc2)n1	0.18	0.39	68.8
COc1ccc(CC(=O)Nc2nncs2)cc1OC	0.48	0.32	14.3

Filtered by structure: the compounds so far containing four or more nitrogen atoms
SMILES	SDO1 yeast rescue	SDO1 yeast rescue Rescue 24 h	Insulin prom inh
CC(Sc1nc(N)c2c3c(sc2n1)CSC(C)(C)C3)C(=O)Nc1ccccc1 (stereo not given)	-0.39	-0.52	x
C=CCNc1nc(NCc2ccccc2)c(C#N)c2c1CN(C)CC2	-0.22	-0.58	x
COc1ccc(NC(=O)CSc2c(C)nn(-c3nnc(C)c(=O)[nH]3)c2C)cc1	2.29	2.03	-39.8
COc1cccc(N2CCN(C(c3ccccn3)c3nnnn3C(C)(C)C)CC2)c1 (stereo not given)	-0.39	-0.7	37.5
CCCCOc1nc(N)nc(-c2ccccc2)n1	0.18	0.39	68.8

The listing continues:
SMILES	SDO1 yeast rescue	SDO1 yeast rescue Rescue 24 h	Insulin prom inh
O=C(c1cccc(-c2nnc(-c3ccccc3)o2)c1)N1CCCCCC1	0.06	0.76	12.7
N#Cc1cccc(NC(=O)CCC2CCCC2)c1	-0.54	-0.36	-233.3
CC(=O)c1nc(N2C(=O)CC(Cc3ccccc3)C2=O)sc1C (stereo not given)	0.68	-0.3	14.8
CCC1Oc2ccccc2N(CC(=O)NCCN2CCc3ccccc3C2)C1=O (stereo not given)	0.35	-0.27	x
CCOCCCNC(=S)NCCc1ccccc1	0.74	0.13	-90.9
COC(=O)c1cccnc1N1CCN(c2ccccc2F)CC1	-0.06	-0.29	-103.1
CCO/N=C(\C)c1c(O)c2ccccc2n(C)c1=O	-0.1	-0.31	-3.7
CN(Cc1ccccc1)c1nc2c(c(=O)n(C)c(=O)n2C)n1CCSc1ncccn1	0.08	-0.53	x
Cc1nn(C)c(C)c1S(=O)(=O)N1CCCC(C(=O)N2CCN(c3ccc(Cl)cc3)CC2)C1 (stereo not given)	-0.03	0	-77.5
CCc1nnc(NS(=O)(=O)c2ccc(NS(=O)(=O)c3ccccc3)cc2)s1	1.27	1.41	x
COC(=O)C1NN=C(C(=O)c2ccc(Cl)cc2)C1c1ccc(OC)cc1 (stereo not given)	-0.5	-0.12	10.3
Nc1cc(=O)[nH]c(SCc2csc(-c3ccccc3)n2)n1	0.44	-0.03	0.0
Cc1cc(C)nc(N/N=C/c2c(C)oc3ccccc23)n1	x	x	-5.0
O=C(COc1ccc(S(=O)(=O)NC2CCCCC2)cc1)Nc1ccc2c(c1)OCCO2	-0.59	-0.23	x
CCOC(=O)N1CCN(C(=O)c2ccc3c(=O)n(-c4ccc(F)cc4)c(=S)[nH]c3c2)CC1	1.14	0.49	-41.4
CCOC(=O)c1[nH]c(C)c(C(=O)OC(C)C(=O)Nc2ncc(Cl)cc2Cl)c1C (stereo not given)	-0.89	0.26	40.0
Cc1ccc(N2C(=O)C3C4C=CC(C4)C3C2=O)cc1 (stereo not given)	0.83	0.85	x
Nc1nc(SCC(=O)NCc2ccccc2)[nH]c(=O)c1NC(=O)c1ccccc1F	0.5	0.05	-24.0
CCCc1cc(C(=O)Nc2c(C)n(C)n(-c3ccccc3)c2=O)no1	-0.33	-0.92	x
O=C(Nc1ccccc1)N(Cc1cccnc1)Cc1ccco1	1.87	1.69	48.8
CCOC(=O)C(O)(C1C(=O)CC(C)(C)CC1=O)C(F)(F)F (stereo not given)	0.17	-1.01	x
Cc1ccccc1-c1nnn(CC(=O)NCc2ccc3c(c2)OCO3)n1	-0.48	-0.06	x
O=S1(=O)CC(O)C(Nc2ccccc2Cl)C1 (stereo not given)	0.12	0.38	-25.9
Cc1c(C(=O)Nc2ccc(C(=O)O)cc2)cnn1C	-0.64	-0.67	x
COc1ccc(CCNc2nc(=S)[nH]c3cc(OC)c(OC)cc23)cc1OC	x	x	-60.0
CC(=O)Nc1c(C(=O)c2ccc(F)cc2)oc2ccccc12	-0.01	1.03	x
CN(Cc1ccccc1)S(=O)(=O)c1ccc(Cl)c(C(=O)NCCc2ccccn2)c1	x	x	0.0
COC(=O)c1ccc2c(c1)C(C)(C)C(/C=C/c1ccc(O)cc1)=[N+]2C	-2.26	-1.49	25.0
COC(=O)CCCSc1nccn1-c1ccccc1	x	x	-30.8
CCCCNC(=O)CCn1c(=O)c2ccccc2n(CC(=O)N2CC(C)CC(C)C2)c1=O (stereo not given)	-0.44	-0.73	x
CSc1cnc2c(N)nc(N(C)C)nc2n1	0.24	-0.14	0.0
O=[N+]([O-])c1ccccc1Nc1ccc(O)cc1	x	x	35.0
COc1ccc(NC(=S)Nc2nc(CC(=O)Nc3ccccc3OC)cs2)cc1	-0.52	-1.51	x
COc1cc(CNCc2c[nH]c3ccccc23)cc(OC)c1	x	x	-77.8
COc1ccc(NCc2ccc(OC)c(OC)c2)cc1	0.28	0.32	x
CCOC(=O)c1c(C)[nH]c(C(=O)OCC(=O)Nc2ccc(OCC)cc2)c1C	-2.44	-1.1	-30.9

Ordered by SMILES length (rising): 3 of the compounds above.
SMILES	SDO1 yeast rescue	SDO1 yeast rescue Rescue 24 h	Insulin prom inh
CSc1cnc2c(N)nc(N(C)C)nc2n1	0.24	-0.14	0.0
COc1ccc(NCc2ccc(OC)c(OC)c2)cc1	0.28	0.32	x
COc1ccc(CCNc2nc(=S)[nH]c3cc(OC)c(OC)cc23)cc1OC	x	x	-60.0

Remaining list, next part
SMILES	SDO1 yeast rescue	SDO1 yeast rescue Rescue 24 h	Insulin prom inh
CC(C)OCCCNC(=O)c1ccc(Br)cc1	0.02	0.23	62.9
Cc1ccc(-c2nnc(SCC(=O)NNC(=O)COc3ccccc3C)n2C)cc1	-0.39	-1.09	18.5
O=C(c1ccc([N+](=O)[O-])cc1)N1CCN(Cc2ccccc2)CC1	0.05	-0.39	13.8
CCOc1ccccc1C(=O)NCC(=O)OCC(=O)NCCc1ccc(S(N)(=O)=O)cc1	1.42	1.54	-160.6
Cc1oc(C)c2c(=O)ccc3c(c12)OC(N)=C(C#N)C3c1ccccc1 (stereo not given)	-1.45	-0.64	x
S=C(NCc1ccccn1)Nc1cccc(Cl)c1	-0.32	-0.65	-20.7
O=C1Cc2cccc3cccc1c23	0.34	0.03	-100.0
Cc1cc(-n2c(C)cc(C(=O)CSc3ccc4c(c3)OCCO4)c2C)no1	-0.88	-0.38	x
Cc1cccc(N2CCN(C(=O)c3ccc(Cl)c(S(=O)(=O)N4CCc5ccccc5C4)c3)CC2)c1C	-0.21	0.99	0.0
C=C(C)COc1ccc(-c2n[nH]c(C)c2Oc2ccccc2OC)c(O)c1	-1.44	-1.21	-42.9
CCCC1=NN(c2ccc([N+](=O)[O-])cc2)C(=O)/C1=C/N(C)C	0.18	-0.42	-1.6
Cc1cc(C)n(-c2ccc(C(=O)NCc3cccs3)cc2)n1	1.46	1.55	-58.1
O=C(CSc1ncccn1)N/N=C/c1cccs1	0.01	0.26	x
O=C(Nc1cc(C(F)(F)F)ccc1N1CCOCC1)c1ccccc1	-0.87	-2.01	12.7
CN(C)CCCNc1ccc(-c2nn(C)c(=O)c3ccccc23)cc1[N+](=O)[O-]	x	x	11.8
COc1ccc(-n2c(N)c(C(=O)NCC3CCCO3)sc2=S)cc1 (stereo not given)	2.47	1.11	-13.6
O=S(=O)(c1ccc2nc(Cc3ccccc3)[nH]c2c1)N1CCOCC1	0.27	0	x
Cc1cc(C)n(-c2ncc(-c3ccccc3)nn2)n1	0.61	-0.17	x
CC(=O)c1sc(Nc2ccccn2)nc1C	0.89	0.18	-62.5
CNC(=S)NNC(=O)c1cccc(N(C)C)c1	x	x	42.1
COCCN(C(=O)CN1CCCc2ccccc21)c1c(N)n(Cc2ccccc2)c(=O)[nH]c1=O	-0.13	-0.14	-12.9
COCCNCCCCOc1ccccc1-c1ccccc1	0.11	0.2	-75.0
COc1ccccc1N=CC1=C(O)CC(c2ccccc2)CC1=O (stereo not given)	0.28	0.21	x
COc1cc(C=Nc2c(C)cc(C)cc2C)ccc1OC(C)=O	0.69	-0.86	53.9
Cc1cc(S(=O)(=O)NC(C)C)ccc1OCC(=O)N1CCOCC1	-0.11	-1.54	x
CCOC(=O)Nc1sc(C)c(C)c1C(N)=O	1.94	1.31	x
CCCCc1nnc(NC(=O)CSc2nc(O)c(Cc3ccccc3)c(=O)[nH]2)s1	x	x	36.4
CCN(C(=O)COC(=O)c1ccc(COc2ccc3c(C)cc(=O)oc3c2)cc1)C1CCS(=O)(=O)C1 (stereo not given)	x	x	0.0
CCCCCn1c(N2CCOCC2)nc2c1c(=O)n(CC(N)=O)c(=O)n2C	-0.29	-0.75	46.1
CC(C)CCNC(=S)Nc1ccc(Br)cc1	-1.5	0.17	0.0
Cc1cc(C)n2nc(-c3ccsc3-n3c(C)ccc3C)cc2n1	-1.06	-0.34	-90.0
Cc1cccc(CC2S/C(=N/N=C/c3ccco3)NC2=O)c1 (stereo not given)	x	x	-55.6
CC(=O)SC(C)CC(=O)NCc1ccccc1 (stereo not given)	-0.13	0.03	38.9
O=C(O)CCCCCn1c(SCC(=O)Nc2ccc(F)cc2)nc2ccsc2c1=O	x	x	29.7
COc1ccccc1NC(=O)Cn1nnc(-c2ccccc2NC(=O)c2cc3ccccc3oc2=O)n1	0.99	2.72	x
CN(Cc1ccccc1)S(=O)(=O)c1ccc(OCC(=O)Nc2cccc([N+](=O)[O-])c2)cc1	-0.83	-0.8	x
O=C(NC1CCCC1)C(c1ccccc1F)N(C(=O)Cc1cccs1)c1ccc2c(c1)OCCO2 (stereo not given)	-0.58	-0.49	-55.2
CCC(=O)c1ccc(OCC(O)Cn2nnc3ccccc32)cc1 (stereo not given)	x	x	23.5
CSCCC(NC(=O)c1ccc(C(C)(C)C)cc1)C(=O)O (stereo not given)	x	x	-144.4
CCC(C)c1ccccc1NC(=O)COC(=O)CCc1cc(OC)c(OC)c(OC)c1 (stereo not given)	-0.47	-0.21	20.7
CCOc1cccc(C(=O)Nc2ccc(N3CCN(S(C)(=O)=O)CC3)cc2)c1	-0.45	0.39	x
Cc1cccc(CCNS(=O)(=O)c2cnc[nH]2)c1	0.61	0.67	x
CCC(C)[C@@H](NC(=O)OC(C)(C)C)c1nnc(S(=O)(=O)Cc2cccc(C)c2)o1 (stereo not given in full)	5.64*	3.54*	7.1
CCOC(=O)c1cccc(NC(=O)COC)c1	0.12	-0.02	22.2
COc1ccc(C2(CNC(=O)c3cccc([N+](=O)[O-])c3)CCCCC2)cc1OC	0.02	0.98	40.0
CC1=C(C(=O)OCCNC(=O)c2cccnc2)C(c2cccc([N+](=O)[O-])c2)C(C(=O)OCCN(C)C)=C(C)N1 (stereo not given)	1.2	1.33	-7.7
CCN(CC)C(=O)Cn1cc(C(=O)C(=O)NCCc2ccc(S(N)(=O)=O)cc2)c2ccccc21	x	x	-105.6
CCC1=NN(C(=O)c2ccc(Br)cc2)C(O)(c2ccccc2)C1 (stereo not given)	-0.79	-1.75	46.4
CC(C)Oc1cccc(C(=O)NC(=S)Nc2ccccc2)c1	-2	-1.45	16.7
COC(=O)CSc1nc(C2CC2)nc2ccccc12	0.42	0.34	-65.6
O=C(Nc1cccc2ncccc12)C12CC3CC(CC(C3)C1)C2	0.16	-0.06	50.0
Cc1cc(NC(=O)C(=O)c2cn(C)c3ccccc23)no1	x	x	6.7

Some of the compounds tested; the hit share may differ from the screen's.
